aGlu spleen mod – inhibits or activates alpha-glucosidase in human spleen homogenate. AID 2112. 240,000 compounds, 0.006% hits. Potency, µM (top dose mostly 79.9 µM), inactives show top-dose activity change, negative = inhibition, hits mostly inhibitors. P10253. human spleen homogenate, 4-MU-alpha-glucoside fluorescence;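 further: 0% = enzyme with vehicle and -100% = no enzyme basal signal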
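Human spleen homogenate (1 ug) with 4-methylumbelliferyl-alpha-D-glucopyranoside (1 mM final) in 50 mM citrate/phosphate pH 5.0, 0.01% Tween-20; 40 min at 37 C. Stopped at pH 10; 4-MU fluorescence Ex 365/Em 440 nm; AC50 by Hill fit.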
GAA glycogen mod – inhibitors or activators of human alpha-glucosidase glycogen cleavage. P10253. recombinant GAA, glycogen substrate, Amplex Red glucose oxidase fluorescence. 300,000 compounds, 0.38% hits. Potency, µM (doses to about 76.4 µM), for the others: at the top dose activity change, negative = inhibition, hits mostly inhibitors;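 further: 0% = full enzyme reaction and -100% = no-enzyme basal signal; the screen sought inhibitors and activators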
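Recombinant enzyme (4 nM final) with compounds titrated up to 77 uM and bovine liver glycogen (30 ug) in citrate pH 5.0, 0.01% Tween-20, 37 C 40 min. Released glucose detected by Amplex Red/glucose oxidase (Ex 573/Em 610); AC50 from Hill fits.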
GAA inh – inhibitors of human lysosomal alpha-glucosidase | 200,000 compounds, 0.005% hits | purified human GAA, 4-MU-alpha-glucoside fluorescence | Potency, µM (doses to about 76.9 µM), without a hit: at the top dose activity change, negative = inhibition, actives largely listed as inhibitors | P10253;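 further: plate controls were uninhibited enzyme wells for no effect and no-enzyme background for full effect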
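Activity normalized between no-enzyme (basal) and enzyme-only wells. Conditions: 4 nM human enzyme, 400 uM fluorogenic substrate, citrate/phosphate pH 5.0 with Tween-20, 20 min room temperature, compounds up to 77 uM.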
Tau FP inhib – inhibitors of human tau fibril formation | K18 P301L tau heparin fibrillization, Alexa594 FP, 6 h | Potency, µM (doses to about 57.7 µM), for inactives: at the highest dose activity, negative = inhibition, actives largely listed as inhibitors | 280,000 compounds, 0.39% hits | AID 1468; further: on the % scale 0 is the no-effect control and ±100 the full control effect; nearly all actives have a fitted effect of over 55% in size
Target sequence (P10636 561-689 P618L limits assumed): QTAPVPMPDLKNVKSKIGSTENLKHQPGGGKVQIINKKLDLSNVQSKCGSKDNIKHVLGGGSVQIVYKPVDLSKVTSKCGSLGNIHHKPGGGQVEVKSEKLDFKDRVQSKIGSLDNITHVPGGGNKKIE
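Recombinant K18 P301L […], labeled with Alexa 594 at 0.24 uM over 15 uM unlabeled; heparin inducer 20 uM final; 37 C, 6 hr; FP endpoint.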
HTT cytoprotect – cytoprotection in Huntington HTT-Q103 PC12 cell model | Potency, µM (highest dose often 56.4 µM), without a hit: cytoprotection (ATP increase), hits mostly activators | PC12 HTT-Q103 induced, cytoprotection, ATP luminescence, 40 h | 230,000 compounds, 0.14% hits;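 further: % of control where 0% means no effect; nearly all actives have a fitted effect of over 45% in size; toxic huntingtin expression switched on by the ecdysone agonist tebufenozide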
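Compounds added alongside 100 nM tebufenozide, which induces toxic Q103 huntingtin exon 1-GFP in stable PC12 cells; surviving cells quantified by luminescent ATP measurement. Medium: phenol red-free DMEM, 5% equine and 5% calf serum.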
Tau ThT inhib – blocks human tau fibril formation measured by thioflavin T; P10636; recombinant tau K18 P301L, heparin-induced fibrillization, ThT fluorescence; Potency, µM (series often up to 57.4 µM), for the others: at the highest dose activity, negative = inhibition, usual class: inhibitors; 270,000 compounds, 2.1% hits; AID 1460; further: on the % scale 0 is the no-effect control and ±100 the full control effect; nearly all actives have a fitted effect of over 55% in size
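Recombinant human tau K18 fragment […] carrying P301L, 15 uM unlabeled plus 0.24 uM Alexa 594-labeled, was fibrillized with 20 uM heparin in 100 mM sodium acetate pH 7 for 6 hr at 37 C; 30 uM ThT fluorescence read after 1 hr.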
Tau fluor cs – counter-screen for tau fibril formation inhibitors. tau K18 P301L Alexa594 fluorescence, heparin fibrillization. AID 1463. Potency, µM (highest dose often 57.7 µM), inactives show at the highest dose activity change, negative = decrease. 280,000 compounds, 0.93% hits; further: on the % scale 0 is the no-effect control and ±100 the full control effect; nearly all actives have a fitted effect of over 55% in size
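Human tau K18 P301L (15 uM unlabeled, 0.24 uM Alexa 594-labeled) in 100 mM sodium acetate pH 7 with 20 uM heparin, 6 hr at 37 C. ThT 30 uM added, 1 hr ambient; Alexa 594 FP and total fluorescence read at 555/632 nm.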
aGal spleen mod – inhibits or activates alpha-galactosidase in human spleen homogenate | human spleen homogenate, 4MU-alpha-Gal fluorescence, 40 min | Potency, µM (highest dose often 80 µM), without a hit: at the top dose activity change, negative = inhibition, usual class: inhibitors | 240,000 compounds, 0.008% hits;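 further: 0% = enzyme with vehicle and -100% = no enzyme basal signal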
Target sequence (P06280 32-429 limits assumed): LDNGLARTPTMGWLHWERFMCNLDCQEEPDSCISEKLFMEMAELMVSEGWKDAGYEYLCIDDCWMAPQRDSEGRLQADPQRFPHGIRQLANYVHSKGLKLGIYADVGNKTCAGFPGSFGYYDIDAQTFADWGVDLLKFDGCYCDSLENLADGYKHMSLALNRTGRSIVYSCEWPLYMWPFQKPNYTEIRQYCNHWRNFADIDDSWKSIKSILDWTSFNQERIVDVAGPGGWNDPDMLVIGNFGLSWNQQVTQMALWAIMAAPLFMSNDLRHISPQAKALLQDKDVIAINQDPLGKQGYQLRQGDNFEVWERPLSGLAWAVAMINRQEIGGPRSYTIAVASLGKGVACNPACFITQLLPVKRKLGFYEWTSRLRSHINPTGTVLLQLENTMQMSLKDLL
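Human spleen homogenate (1 ug) was the enzyme source, with 4-methylumbelliferyl-alpha-D-galactopyranoside (1 mM final) in pH 5.0 citrate buffer with 0.01% Tween-20. Compounds were titrated; after 40 min at 37C, NaOH/glycine stop, 4-MU fluorescence read; AC50 from Hill fits.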
The depositor's hits bear a star; ? = inconclusive; nt = no result given; [ ] = another dose, or the depositor's remark. The call rests on the fitted dose curve; in most records, active means well fitted curve in the direction sought with a large enough effect; inconclusive means small, poorly fitted or top-dose-only effect, or another doubt; inactive means no such curve, though single readings can be large; an effect the other way counts as inactive or inconclusive. Potency means the concentration at half of the fitted maximal effect. No enrichment for hits; 3.3% or so of the library scored in one or more.

1	CC(C)(C)c1ccc(OCCC(=O)Nc2cccc(S(=O)(=O)N3CCCCC3)c2)cc1
2	CC(C)Cn1c(O)c(/C=C2\C=NN=C2c2ccccc2)sc1=S
3	Cc1cc2nnc(SCC(=O)OC(C)C)n2c2ccccc12
4	CCCCCn1c(=O)[nH]c2cc(C(=O)NCc3ccc(C)cc3)ccc2c1=O
5	Cc1cc(Cl)cc(Br)c1OCCCN1C(=O)NC(C)(C)C1=O
6	CN1C(=S)SC(/[N+]([O-])=C/c2ccc(Cl)cc2)C1(C)C (configuration not stated)
7	COc1ccc(C2=Nn3c(nnc3-c3ccncc3)SC2)cc1OC
8	CCOC(=O)C1CCN(C(=O)c2cc(S(=O)(=O)N3CCOCC3)c(Cl)cc2Cl)CC1
9	O=C(NCc1ccco1)c1c[nH]c2ccc(S(=O)(=O)N3CCOCC3)cc2c1=O
10	Cc1ccc(-c2nc3ccccc3s2)cc1NC(=S)NC(=O)c1ccccc1

assay / entry	1	2	3	4	5	6	7	8	9	10
aGlu spleen mod	-10%	6%	-17%	nt	-5%	4%	-6%	-4%	-3%	-16%
GAA glycogen mod	-7%	-11%	10%	14%[76.3 µM]	-5%	-22%	1%	-3%	-9%	2%
GAA inh	?	-6%	3%	nt	-8%	nt	-3%	-4%	-25%	5%
Tau FP inhib	?	20µM*	-4%	-14%	4%	0%	5%	-5%	-7%	-4%
HTT cytoprotect	13%[10 µM]	16%[10 µM]	-95%[inhibitor][10 µM]	nt	1%	1%[10 µM]	?	16%[10 µM]	-6%[10 µM]	-49%[inhibitor]
Tau ThT inhib	-12%	-11%	-10%	-9%	-21%	nt	-3%	9%	1%	?
Tau fluor cs	?	-27%	-11%	-4%	-21%	10%	1%	7%	-13%	-25%
aGal spleen mod	3%	1%	-3%	nt	4%	-2%	-1%	-8%	12%	-9%

11	O=C(NCCN1CCOCC1)c1ccc(CS(=O)(=O)c2ccc(Cl)cc2)o1
12	CCc1cccc(OCCCCNCCO)c1
13	Cc1ccc(C(=O)Oc2ccc(/C=N/NC(N)=O)cc2)cc1
14	Cc1cccn2c(=O)c(/C=C(\C#N)S(=O)(=O)c3ccccc3)c(N3CCCCC3)nc12
15	CCOc1ccc(-c2nnc(SCC(=O)Nc3cc(C)ccc3OC)o2)cc1
16	Cc1cc(/C=C2\C(=N)N3N=C(C(C)C)SC3=NC2=O)c(C)n1Cc1ccccc1
17	C=CCOc1cccc(C2C(C(=O)c3ccc(C)o3)=C(O)C(=O)N2c2nccs2)c1 (configuration not stated)
18	CCCCN=C1CC(C)(C)CC(=O)/C1=C(/O)CCCN1C(=O)c2ccccc2C1=O
19	CC(C)(C)c1nnc(NC(=O)Cc2ccc(Br)cc2)s1
20	COc1ccc(C(=O)C(OC(=O)CNC(=O)c2ccco2)c2ccccc2)cc1 (configuration not stated)

assay / entry	11	12	13	14	15	16	17	18	19	20
aGlu spleen mod	3%	5%	-6%	-4%	nt	-7%	5%	nt	-1%	-9%
GAA glycogen mod	11%	-6%	35%	-1%	15%[76.3 µM]	-12%	-9%	2%	1%	6%
GAA inh	-8%	2%	5%	nt	nt	nt	-1%	-12%	-2%	6%
Tau FP inhib	0%	1%	-7%	-4%	-8%	1%	?	2%	-18%	-1%
HTT cytoprotect	9%	3%	nt	-4%[10 µM]	nt	5%[10 µM]	nt	2%	7%[10 µM]	0%
Tau ThT inhib	-4%	-8%	-11%	-12%	-12%	?	?	-1%	1%	-9%
Tau fluor cs	-2%	-8%	2%	-18%	-6%	-24%	-24%	-3%	-12%	-9%
aGal spleen mod	2%	2%	-2%	4%	nt	-13%	0%	1%	1%	-1%

21	CC(=O)c1c(-c2ccc(Cl)cc2)c2ccccc2[nH]c1=O
22	COC(=O)c1cc(-c2cccc(OC)c2)n[nH]1
23	Cc1ccc(S(=O)(=O)c2nnn(-c3cccc(F)c3)c2N)cc1
24	O=C(O)C1Cc2ccccc2CN1C(=O)COc1ccc(Cl)cc1Cl (configuration not stated)
25	COc1cc(OC)c(-c2nn3c(-c4ccco4)nnc3s2)cc1OC
26	COc1ccc(OC)c(CNC(=O)c2nn(C)c3c2CSc2ccccc2-3)c1
27	Cc1oc(-c2ccccc2F)nc1CS(=O)(=O)CC(=O)N1CCCCCC1
28	CC(=O)c1cccc(NC(=O)CCS(=O)(=O)c2cc(Br)cc3c2N(C(=O)C2CC2)CC3)c1
29	COCCCNCC(=O)c1c(N)n(Cc2ccccc2)c(=O)n(C)c1=O
30	O=C(NN1C(=O)c2ccccc2NC12CCCCC2)c1ccccc1

assay / entry	21	22	23	24	25	26	27	28	29	30
aGlu spleen mod	2%	1%	-4%	3%	5%	nt	-6%	nt	-5%	-1%
GAA glycogen mod	8%	-7%	4%	-6%	6%	-17%[76.3 µM]	1%	-10%[76.3 µM]	2%	2%
GAA inh	9%	-9%	3%	14%	-6%	nt	-4%	nt	4%	14%
Tau FP inhib	-1%	6%	-6%	11%	?	-5%	-4%	-2%	-4%	-3%
HTT cytoprotect	13%[10 µM]	5%	-19%	-17%	-37%	nt	-8%[10 µM]	nt	8%	-2%
Tau ThT inhib	-6%	?	-4%	1%	-9%	-2%	-3%	-4%	-2%	-5%
Tau fluor cs	-3%	-11%	-13%	-2%	-21%	-8%	0%	-7%	0%	-8%
aGal spleen mod	2%	4%	-2%	-3%	12%	nt	-23%	nt	-2%	-1%

31	Cc1c(C#N)c(O)n(CCO)c(=O)c1N=Nc1ccc2c(c1)COC2=O
32	O=[N+]([O-])c1ccc(Cl)c(S(=O)(=O)/N=C(/c2ccccc2)N2CCOCC2)c1
33	NC(=O)NNc1cccc(Cl)n1
34	COc1ccccc1OCc1nc(C#N)c(NCc2ccc(C)cc2)o1
35	N#Cc1nc(COc2cccc(Cl)c2)oc1N1CCN(c2ccccc2)CC1
36	CC(=O)N1CCc2c(sc3c2c(=O)n(-c2ccccc2)c(=O)n3CC(=O)Nc2ccccc2C)C1
37	CN(C)S(=O)(=O)c1cc(NC(=O)CN2CCCc3ccccc32)ccc1Cl
38	CCC(C)(C)n1nnnc1CN1CCC(NC(=O)c2ccccc2C)CC1
39	CCN(CC)S(=O)(=O)c1ccc(N2CCCCC2)c(NC(=O)/C=C/c2cc(OC)c(OC)c(OC)c2)c1
40	C#CCNC(=O)C1=C[C@H](c2ccc(C(F)(F)F)cc2)C[C@H](OCCCCO)O1

assay / entry	31	32	33	34	35	36	37	38	39	40
aGlu spleen mod	0%	-3%	16%	nt	1%	nt	nt	0%	-7%	-2%
GAA glycogen mod	1%	5%	7%	-14%[76.3 µM]	1%	-6%[76.3 µM]	?	-7%	2%	-12%
GAA inh	nt	0%	2%	nt	2%	nt	-8%	1%	2%	nt
Tau FP inhib	-12%	-1%	7%	-1%	6%	-1%	2%	-13%	-7%	0%
HTT cytoprotect	0%[10 µM]	-10%	-8%	nt	11%	nt	-34%[inhibitor]	10%[10 µM]	?	-6%[10 µM]
Tau ThT inhib	nt	-8%	5%	-13%	-17%	4%	-16%	0%	-9%	-15%
Tau fluor cs	?	-8%	4%	?	-25%	-7%	?	0%	-16%	-8%
aGal spleen mod	8%	-2%	9%	nt	14%	nt	-4%	-1%	-2%	7%

41	COc1ccc2cc(C)c3nnc(SCc4cccnc4)n3c2c1
42	NS(=O)(=O)c1ccc(NC(=O)CSc2ccccn2)cc1
43	CCc1ccc(O)c(N=Cc2ccccc2O)c1
44	Cc1ccc2nc(SCc3cccc([N+](=O)[O-])c3)nc(C)c2c1
45	Cc1ccccc1-c1ccc(C(=O)Nc2cccc(F)c2)o1
46	Cc1ccccc1N(CC(=O)N/N=C/c1ccc(F)cc1)C(=O)c1ccccc1
47	Cc1ccccc1NC(=O)/C(=C\c1cccs1)NC(=O)c1ccccc1
48	COc1ccc(NC(=O)c2cc3ccccc3o2)cc1
49	C=C(C)C(=O)Nc1cccnc1Oc1ccc(F)cc1F
50	O=C(O)CCCCCNC(=O)Cn1nnc2ccccc2c1=O
51	COc1c(C)cc(NC(=O)c2ccc3c(c2)NC(=O)CO3)cc1C
52	O=C(O)CNS(=O)(=O)/C=C/c1ccccc1

assay / entry	41	42	43	44	45	46	47	48	49	50	51	52
aGlu spleen mod	-7%	5%	-4%	7%	-1%	-13%	-1%	3%	-2%	3%	nt	6%
GAA glycogen mod	4%	?	11µM*	-6%	-7%	-15%	3%	-2%	-3%	1%	2%	13%
GAA inh	2%	-3%	-3%	9%	-4%	-5%	-4%	-3%	nt	nt	-9%	7%
Tau FP inhib	9%	?	-6%	0%	-4%	3%	2%	-6%	0%	6%	1%	5%
HTT cytoprotect	-8%[10 µM]	0%	-33%[inhibitor]	-3%	nt	-3%	-19%	-59%[inhibitor]	0%[10 µM]	10%[10 µM]	-7%	-55%[inhibitor]
Tau ThT inhib	-8%	-11%	?	?	?	-13%	-4%	?	?	2%	5%	0%
Tau fluor cs	-1%	0%	-22%	?	?	-21%	-2%	-13%	-15%	8%	0%	-6%
aGal spleen mod	7%	-2%	-2%	7%	1%	-7%	0%	-2%	1%	-2%	6%	7%

Complete entries, quoted from the list. Order of screens: aGlu spleen mod | GAA glycogen mod | GAA inh | Tau FP inhib | HTT cytoprotect | Tau ThT inhib | Tau fluor cs | aGal spleen mod
Profile of CCc1ccc(O)c(N=Cc2ccccc2O)c1 : -4% | 11µM* | -3% | -6% | -33%[inhibitor] | ? | -22% | -2%
Profile of COc1c(C)cc(NC(=O)c2ccc3c(c2)NC(=O)CO3)cc1C : nt | 2% | -9% | 1% | -7% | 5% | 0% | 6%
Profile of COc1ccc(NC(=O)c2cc3ccccc3o2)cc1 : 3% | -2% | -3% | -6% | -59%[inhibitor] | ? | -13% | -2%

From PubChem BioAssay
